Source: PubChem BioAssay (The Scripps Research Institute Molecular Screening Center)
PAD4 inh – human PAD4 inhibitors, primary screen, biochemical, fluorescence polarization, 1536-well format; Protein-arginine deiminase type-4 (Homo sapiens), Q9UM07; recombinant PAD4, RCA probe fluorescence polarization; inhibition, % at 6.36 µM; 330,000 tested, 0.41% active; AID 485272, 2010;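 active means percent inhibition above a cutoff equal to the mean of all tested compounds plus 3 SD, cut at about 15% in these data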;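 further: 0% = PAD4 with RCA probe and DMSO and 100% = probe without PAD4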
LYPLA1 inh – LYPLA1 inhibitors, primary screen, counter-screen for PME1 inhibitor project, biochemical, fluorescence polarization, FP-Rh probe ABPP; Acyl-protein thioesterase 1 (Homo sapiens), O75608; recombinant LYPLA1; 320,000 tested, 0.16% active; inhibition, % at 5.9 µM;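 active means inhibition above the mean of all tested compounds plus 3 SD, set per campaign, cut at about 14% in these data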;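 further: inhibitors block serine hydrolase probe labeling of LYPLA1 so polarization falls; 0% = enzyme with DMSO and 100% = wells lacking LYPLA1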
Target sequence (O75608 whole entry, looked up): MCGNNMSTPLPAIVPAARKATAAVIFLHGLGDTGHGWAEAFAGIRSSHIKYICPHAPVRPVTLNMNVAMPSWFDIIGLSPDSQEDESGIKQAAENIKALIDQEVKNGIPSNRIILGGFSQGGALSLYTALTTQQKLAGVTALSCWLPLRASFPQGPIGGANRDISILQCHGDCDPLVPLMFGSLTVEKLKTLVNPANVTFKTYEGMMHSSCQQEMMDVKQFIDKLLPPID
PREPL inh – PREPL enzyme inhibitors, primary screen, biochemical, fluorescence polarization; Prolyl endopeptidase-like (Homo sapiens), Q4J6C6; recombinant PREPL, fluorescence polarization activity-based probe; inhibition, % at 5.96 µM; 320,000 tested, 0.68% active; AID 2751, 2010; in the data active means inhibition above about 43%;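 further: 0% = enzyme with DMSO and 100% = wells lacking enzyme; many of its hits are not listed in these tables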
LYPLA2 counter – LYPLA2 inhibitors, primary screen, counter-screen for PME1 inhibitor project, biochemical, fluorescence polarization, FP-Rh probe ABPP; Acyl-protein thioesterase 2 (Homo sapiens), O95372; recombinant LYPLA2; inhibition, % at 5.9 µM; 320,000 tested, 0.38% active; AID 2177, 2009;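 active means inhibition above the screen-wide mean plus 3 SD, limit set per campaign, cut at about 26% in these data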;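 further: 0% = LYPLA2 with DMSO and 100% = wells lacking LYPLA2 enzyme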
Target sequence (O95372 whole entry, looked up): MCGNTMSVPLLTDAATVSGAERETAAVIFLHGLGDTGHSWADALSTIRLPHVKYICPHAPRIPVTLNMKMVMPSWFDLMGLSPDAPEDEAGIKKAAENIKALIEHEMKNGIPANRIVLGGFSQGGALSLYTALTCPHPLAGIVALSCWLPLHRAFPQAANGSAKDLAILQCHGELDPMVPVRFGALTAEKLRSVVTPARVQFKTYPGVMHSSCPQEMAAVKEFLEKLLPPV
GSTO1 counter – inhibitors of recombinant GSTO1, primary screen, counter-screen for RBBP9 inhibitor project, biochemical, fluorescence polarization. activity-based probe fluorescence polarization. AID 1974, 2009. 300,000 tested, 1.1% active. inhibition, % at 5.96 µM. Glutathione S-transferase omega-1 (Homo sapiens), P78417;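 active means inhibition above the campaign mean inhibition plus 3 SD, cut at about 35% in these data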;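 further: 0% = GSTO1-1 with DMSO and 100% = wells lacking GSTO1-1 enzyme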
Target sequence (P78417 whole entry, looked up): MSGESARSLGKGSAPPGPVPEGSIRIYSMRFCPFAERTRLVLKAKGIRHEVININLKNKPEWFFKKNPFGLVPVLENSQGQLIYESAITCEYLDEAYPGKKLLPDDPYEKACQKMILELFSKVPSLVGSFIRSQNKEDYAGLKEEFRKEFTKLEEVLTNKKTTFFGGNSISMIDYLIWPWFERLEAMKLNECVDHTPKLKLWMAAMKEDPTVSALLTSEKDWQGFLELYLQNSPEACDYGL
PAFAH2 FP inh – PAFAH2 enzyme inhibitors, primary screen, biochemical, fluorescence polarization, human; recombinant PAFAH2, FP-rhodamine activity probe; Platelet-activating factor acetylhydrolase 2, cytoplasmic (Homo sapiens), Q99487; inhibition, % at 3.39 µM; 340,000 tested, 0.99% active; AID 492956, 2010;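 active means inhibition above the mean over all tested compounds plus 3 SD, cut at about 30% in these data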;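 further: inhibitors block probe labeling of enzyme so polarization drops; 0% = enzyme with DMSO and 100% = wells lacking PAFAH2 protein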
PAFAH1B2 FP inh – PAFAH1B2 enzyme inhibitors, primary screen, biochemical, fluorescence polarization, human; 340,000 tested, 1.2% active; recombinant PAFAH1B2, FP-rhodamine activity probe; inhibition, % at 3.39 µM; Platelet-activating factor acetylhydrolase IB subunit alpha2 (Homo sapiens), P68402;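 active means inhibition above the mean of all tested compounds plus 3 SD, cut at about 24% in these data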;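 further: 0% = enzyme with DMSO and 100% = wells lacking PAFAH1B2; many of its hits are not listed in these tables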
PAFAH1B3 FP inh – PAFAH1B3 enzyme inhibitors, primary screen, biochemical, fluorescence polarization, human; Platelet-activating factor acetylhydrolase IB subunit alpha1 (Homo sapiens), Q15102; recombinant PAFAH1B3, FP-rhodamine probe; inhibition, % at 3.39 µM; 340,000 tested, 0.28% active;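 active means inhibition above the screen-wide average of all tested compounds plus 3 SD, cut at about 25% in these data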;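 further: 0% = enzyme with DMSO only and 100% = wells lacking PAFAH1B3 protein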
Target sequence (Q15102 whole entry, looked up): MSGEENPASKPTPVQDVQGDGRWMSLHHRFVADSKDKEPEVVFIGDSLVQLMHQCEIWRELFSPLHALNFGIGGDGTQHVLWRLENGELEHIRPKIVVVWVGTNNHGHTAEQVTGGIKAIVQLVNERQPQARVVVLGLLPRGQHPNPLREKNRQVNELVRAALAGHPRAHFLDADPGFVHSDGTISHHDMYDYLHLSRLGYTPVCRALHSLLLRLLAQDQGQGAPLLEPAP
pPAFAH inh – pPAFAH enzyme inhibitors, primary screen, biochemical, fluorescence polarization, human; 330,000 tested, 1.5% active; inhibition, % at 3.39 µM; recombinant pPAFAH, FP-rhodamine probe fluorescence polarization; Platelet-activating factor acetylhydrolase (Homo sapiens), Q13093; AID 463082, 2010;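 active means inhibition above the mean inhibition across the screen plus 3 SD, cut at about 25% in these data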;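 further: inhibitors block binding of the rhodamine activity-based probe so polarization drops; 0% = enzyme with DMSO and 100% = wells lacking pPAFAH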
Numbers without * were called inactive.

Screening Cc1ncc(S(=O)(=O)c2ccccc2)c(-c2ccc(Cl)cc2Cl)n1 returned PAD4 inh -4, LYPLA1 inh -1, PREPL inh -6, LYPLA2 counter -4, GSTO1 counter -3, PAFAH2 FP inh 1, PAFAH1B2 FP inh 3, PAFAH1B3 FP inh 4 and pPAFAH inh 4.
For Cc1cc(OCC(=O)NCCN2CCOCC2)cc(C)c1Cl the results were PAD4 inh -1, LYPLA1 inh 1, PREPL inh 1, LYPLA2 counter -5, GSTO1 counter 3, PAFAH2 FP inh 4, PAFAH1B2 FP inh -5, PAFAH1B3 FP inh -3 and pPAFAH inh -1.
For COc1ccc(Br)cc1CN1CCC(N2CCCC2)CC1 the results were PAD4 inh 4, LYPLA1 inh 0, PREPL inh -9, LYPLA2 counter 1, GSTO1 counter 7, PAFAH2 FP inh -8, PAFAH1B2 FP inh 1, PAFAH1B3 FP inh 8 and pPAFAH inh 2.
Cc1nn(Cc2ccccc2Cl)c(Cl)c1/C=C/C(=O)OCC(=O)NC1CCS(=O)(=O)C1 (stereo unspecified) was read as PAD4 inh -8, LYPLA1 inh 4, PREPL inh -1, LYPLA2 counter -1, GSTO1 counter 0, PAFAH2 FP inh 10, PAFAH1B2 FP inh 6, PAFAH1B3 FP inh 14 and pPAFAH inh 6.
For O=C(NC1CCS(=O)(=O)C1)C1CCCCN1S(=O)(=O)c1ccc(Cl)cc1 (stereo unspecified) the results were PAD4 inh -2, LYPLA1 inh 0, PREPL inh 4, LYPLA2 counter 4, GSTO1 counter 9, PAFAH2 FP inh 5, PAFAH1B2 FP inh -2, PAFAH1B3 FP inh 3 and pPAFAH inh 5.
Screening Cc1ccc(Nc2nc(-c3ccc(S(=O)(=O)N4CCOCC4)cc3)cs2)cc1Cl returned PAD4 inh -1, LYPLA1 inh 7, PREPL inh 11, LYPLA2 counter 10, GSTO1 counter 2, PAFAH2 FP inh 5, PAFAH1B2 FP inh 0, PAFAH1B3 FP inh 7 and pPAFAH inh 16.
CCOC(=O)C1(Cc2ccccc2)CCN(Cc2cccc(OC)c2O)CC1 was read as PAD4 inh 2, LYPLA1 inh 2, PREPL inh 12, LYPLA2 counter 2, GSTO1 counter 15, PAFAH2 FP inh -4, PAFAH1B2 FP inh 2, PAFAH1B3 FP inh 1 and pPAFAH inh 2.
`CCOC(=O)C1ON2CCCCC2C1(O)C(F)(F)F` (stereo unspecified) gave PAD4 inh -10, LYPLA1 inh -1, PREPL inh 13, LYPLA2 counter -7, GSTO1 counter -3, PAFAH2 FP inh 7, PAFAH1B2 FP inh 7, PAFAH1B3 FP inh -6 and pPAFAH inh -2.
`CNc1c(NC(=O)COc2ccc(Cl)cc2)c(=O)oc2ccccc12` gave PAD4 inh 6, LYPLA1 inh -5, PREPL inh -3, LYPLA2 counter -7, GSTO1 counter 11, PAFAH2 FP inh 8, PAFAH1B2 FP inh 7, PAFAH1B3 FP inh 7 and pPAFAH inh 3.
Screening Cc1c(C(=O)NCc2ccccn2)oc2ccccc12 returned PAD4 inh -6, LYPLA1 inh 0, PREPL inh 3, LYPLA2 counter 4, GSTO1 counter 5, PAFAH2 FP inh -10, PAFAH1B2 FP inh 0, PAFAH1B3 FP inh -2 and pPAFAH inh 2.
`COCCNCCCCSc1ccc(Cl)cc1` gave PAD4 inh -7, LYPLA1 inh -5, PREPL inh -1, LYPLA2 counter 2, GSTO1 counter 0, PAFAH2 FP inh 2, PAFAH1B2 FP inh 10, PAFAH1B3 FP inh -1 and pPAFAH inh 7.
Screening CCOc1ncccc1C(=O)OCC(=O)Nc1cccc(S(N)(=O)=O)c1 returned PAD4 inh -1, LYPLA1 inh 1, PREPL inh -1, LYPLA2 counter 7, GSTO1 counter -7, PAFAH2 FP inh 33*, PAFAH1B2 FP inh -3, PAFAH1B3 FP inh 3 and pPAFAH inh 6.
`O=C(N/N=C/c1ccco1)C1CC1(c1ccccc1)c1ccccc1` (stereo unspecified) gave PAD4 inh 4, LYPLA1 inh 1, PREPL inh 4, LYPLA2 counter 0, GSTO1 counter -1, PAFAH2 FP inh 6, PAFAH1B2 FP inh 0, PAFAH1B3 FP inh 1 and pPAFAH inh 6.
`CSc1ccccc1NC(=O)C1CC(c2ccccc2Cl)=NO1` (stereo unspecified) gave PAD4 inh 0, LYPLA1 inh -2, PREPL inh 3, LYPLA2 counter 4, GSTO1 counter 0, PAFAH2 FP inh 2, PAFAH1B2 FP inh 3, PAFAH1B3 FP inh 3 and pPAFAH inh 0.
Screening CC(C)c1nc(C(=O)N2CCCC(CCC(=O)N(C)CCc3ccccn3)C2)cs1 (stereo unspecified) returned PAD4 inh -2, LYPLA1 inh 0, PREPL inh 1, LYPLA2 counter 5, GSTO1 counter 7, PAFAH2 FP inh 4, PAFAH1B2 FP inh 1, PAFAH1B3 FP inh 1 and pPAFAH inh 5.
Screening O=C(Cc1ccc(Cl)cc1)Nc1cccc2ncccc12 returned PAD4 inh 0, LYPLA1 inh 0, PREPL inh 3, LYPLA2 counter 2, GSTO1 counter 5, PAFAH2 FP inh -1, PAFAH1B2 FP inh 12, PAFAH1B3 FP inh 7 and pPAFAH inh 3.
`COc1cccc(CN2CCN(C(c3ccccc3)c3ccccc3)CC2)c1O` gave PAD4 inh 0, LYPLA1 inh 0, PREPL inh -7, LYPLA2 counter -1, GSTO1 counter 2, PAFAH2 FP inh 2, PAFAH1B2 FP inh 0, PAFAH1B3 FP inh 1 and pPAFAH inh 3.
COc1cc2oc(=O)ccc2c(OC)c1CC(O)C(C)(C)O (stereo unspecified) was read as PAD4 inh -4, LYPLA1 inh 1, PREPL inh 1, LYPLA2 counter -4, GSTO1 counter -1, PAFAH2 FP inh -1, PAFAH1B2 FP inh 4, PAFAH1B3 FP inh 0 and pPAFAH inh 8.
For COc1ccc(NC(=O)CN2C(=O)NC3(CCCCC3C)C2=O)cc1S(=O)(=O)N1CCOCC1 (stereo unspecified) the results were PAD4 inh 2, PREPL inh 8, PAFAH2 FP inh 8, PAFAH1B2 FP inh -1, PAFAH1B3 FP inh 5 and pPAFAH inh 5.
Screening N#Cc1nc(-c2ccccc2F)oc1NCCN1CCOCC1 returned PAD4 inh -5, LYPLA1 inh 2, PREPL inh 6, LYPLA2 counter -6, GSTO1 counter -4, PAFAH2 FP inh -13, PAFAH1B2 FP inh -4, PAFAH1B3 FP inh 6 and pPAFAH inh 5.
Screening C[C@H]1NC(=O)[C@@]2(C)[C@@H](c3ccccc3)[C@H]3COc4ccccc4[C@@H]3N2C1=O returned PAD4 inh -5, LYPLA1 inh 2, PREPL inh 13, LYPLA2 counter -2, PAFAH2 FP inh 5, PAFAH1B2 FP inh -2, PAFAH1B3 FP inh -2 and pPAFAH inh 3.
Fc1ccc(COc2ccc(C(=S)N3CCCC3)cc2)cc1 was read as PAD4 inh 0, LYPLA1 inh -3, PREPL inh 19, LYPLA2 counter 3, GSTO1 counter 6, PAFAH2 FP inh -1, PAFAH1B2 FP inh -1, PAFAH1B3 FP inh 0 and pPAFAH inh 3.
Screening Cn1c(SCC(=O)Nc2cccnc2Cl)nnc1-c1ccco1 returned PAD4 inh -3, PREPL inh 3, PAFAH2 FP inh -4, PAFAH1B2 FP inh 2, PAFAH1B3 FP inh 15 and pPAFAH inh 0.
Cn1cccc1/C=C1\SC(=Nc2ccc(O)cc2)NC1=O was read as PAD4 inh -4, LYPLA1 inh 2, PREPL inh 13, LYPLA2 counter -2, GSTO1 counter -11, PAFAH2 FP inh -4, PAFAH1B2 FP inh 2, PAFAH1B3 FP inh 4 and pPAFAH inh 11.
`O=C(NC1(C(F)(F)F)N=C2SCCN2C1=O)c1ccccc1` (stereo unspecified) gave PAD4 inh 3, LYPLA1 inh 2, PREPL inh 8, LYPLA2 counter 7, GSTO1 counter 8, PAFAH2 FP inh 2, PAFAH1B2 FP inh 1, PAFAH1B3 FP inh 4 and pPAFAH inh 5.
`C#Cc1ccc([C@@H]2C=C(C(=O)N3CCN(Cc4ccc5c(c4)OCO5)CC3)O[C@H](OCC)[C@H]2CCCO)cc1` gave PAD4 inh 0, LYPLA1 inh 4, PREPL inh 34, LYPLA2 counter 4, GSTO1 counter -3, PAFAH2 FP inh 6, PAFAH1B2 FP inh -5, PAFAH1B3 FP inh -19 and pPAFAH inh 3.
For CCOC(=O)C1(Cc2ccc(Cl)cc2)CCN(Cc2cnc(N)nc2)CC1 the results were PAD4 inh 1, LYPLA1 inh -2, PREPL inh -33, LYPLA2 counter -1, GSTO1 counter 6, PAFAH2 FP inh -2, PAFAH1B2 FP inh 7, PAFAH1B3 FP inh -2 and pPAFAH inh 5.
For CSc1ncccc1C(=O)OCc1cccc([N+](=O)[O-])c1 the results were PAD4 inh -3, LYPLA1 inh 0, PREPL inh 7, LYPLA2 counter 8, GSTO1 counter -5, PAFAH2 FP inh -4, PAFAH1B2 FP inh 1, PAFAH1B3 FP inh 2 and pPAFAH inh 5.
`COC(=O)[C@@H]1C[C@]2(Br)c3ccccc3N(S(=O)(=O)c3ccccc3)[C@@H]2N1C(=O)OC` gave PAD4 inh -1, LYPLA1 inh -2, PREPL inh 0, LYPLA2 counter -2, GSTO1 counter 3, PAFAH2 FP inh 4, PAFAH1B2 FP inh 6, PAFAH1B3 FP inh -2 and pPAFAH inh 8.
For COC(=O)C1=CN(C2CCCCC2)C=C(C(=O)OC)C1c1ccc2c(c1)OCO2 the results were PAD4 inh 1, LYPLA1 inh 0, PREPL inh -2, LYPLA2 counter 4, GSTO1 counter 1, PAFAH2 FP inh 10, PAFAH1B2 FP inh 5, PAFAH1B3 FP inh 8 and pPAFAH inh 5.
CCCCCC(=O)OC(CN1CCCCC1)CN1CCCC1=O (stereo unspecified) was read as PAD4 inh -1, LYPLA1 inh -1, PREPL inh -1, LYPLA2 counter 2, GSTO1 counter -4, PAFAH2 FP inh 0, PAFAH1B2 FP inh 3, PAFAH1B3 FP inh 0 and pPAFAH inh -1.
For CCc1nnc(NC(=O)[C@@H](NC(=O)c2cc(OC)cc(OC)c2)C(C)C)s1 the results were PAD4 inh -1, LYPLA1 inh 1, PREPL inh -6, LYPLA2 counter 0, GSTO1 counter -1, PAFAH2 FP inh 2, PAFAH1B2 FP inh 2, PAFAH1B3 FP inh -3 and pPAFAH inh 0.
CC(OC(=O)c1ccccc1NS(=O)(=O)c1cccc(N)c1)C(=O)N(C)Cc1ccccc1 (stereo unspecified) was read as PAD4 inh 1, LYPLA1 inh -1, PREPL inh 5, LYPLA2 counter 5, GSTO1 counter -49, PAFAH2 FP inh -6, PAFAH1B2 FP inh 4, PAFAH1B3 FP inh -5 and pPAFAH inh 7.
`CSc1ccccc1NC(=O)CN(C)CC(=O)Nc1ccccc1C(F)(F)F` gave PAD4 inh 4, LYPLA1 inh 1, PREPL inh 17, LYPLA2 counter -3, GSTO1 counter -4, PAFAH2 FP inh 1, PAFAH1B2 FP inh 1, PAFAH1B3 FP inh 8 and pPAFAH inh -1.

Not all compounds are listed; rates above refer to the full screens.
